K1F lysis inhibition – protection from phage-mediated lysis, alamar blue read-out – E. coli UTI89, K1F phage, bacterial capsule biogenesis inhibitors (AID 488966); E. coli UTI89 K1F phage lysis, alamar blue, 2 h; higher % means a stronger effect; inhibition, % at 100 µM; hits with a dose series show IC50 in µM; 340,000 compounds, 0.02% hits;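 active means phage lysis inhibition, versus mean bacterial control, above a set limit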;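 further: capsule biogenesis inhibitors block K1F phage lysis so surviving cells raise fluorescence; higher fluorescence means more inhibition of phage lysis; actives were called in the ten point dose series up to 300 µM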
GPR55 antagonists – GPR55 antagonists blocking LPI-driven arrestin recruitment, primary screen, imaging, U2OS, beta-arrestin-GFP, LPI agonist (AID 2013); U2OS GPR55 beta-arrestin-GFP translocation imaging, LPI antagonism; higher % means a stronger effect; inhibition, % at 10 µM, or IC50 in µM where a hit was titrated; 290,000 compounds, 0.13% hits;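 active means spots per cell inhibited over 60%, with over 100 cells counted and total cytoplasm intensity under 500,000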;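 further: U2OS cells stably carrying GPR55 and arrestin-GFP stimulated by 5 µM LPI near EC80; imaged beta-arrestin-GFP aggregate spots per cell after agonist stimulation; plate controls were LPI-stimulated DMSO wells for no effect and DMSO wells without LPI for full effect; some results filed as inactive read as strong as hits; confirmed hits need IC50 under 10 µM and bright autofluorescent wells are also inconclusive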
NOD1 inhibition – inhibition of NOD1-driven NF-kB reporter – cell-based, luminescence, uHTS, primary screen (AID 1578); NOD1-driven NF-kB luciferase reporter cells, luminescence; higher % means a stronger effect; inhibition, % at 4 µM; hits with a dose series show EC50 in µM; 290,000 compounds, 1% hits; in the data active means inhibition mostly above about 36%, no sharp cut-off; inactive means mostly below about 34%;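 further: HEK-293T reporter cells stimulated with the NOD1 agonist gamma-tri-DAP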
KOR beta-arrestin-1 – kappa opioid receptor blockers – cell-based, luminescence, uHTS (AID 1778) | KOR beta-arrestin recruitment, luminescence, antagonist mode; higher % means a stronger effect | inhibition, % at 10 µM; hits with a dose series show IC50 in µM | 290,000 compounds, 0.091% hits; in the data active means inhibition above about 50%; further: strong numbers were not always called active
Rac1 GTP hydrolysis – MgcRacGAP GTPase-activating activity inhibitors, confirmation, biochemical, ADP Hunter fluorescence; MgcRacGAP-stimulated Rac1 GTP hydrolysis, ADP Hunter fluorescence; higher % means a stronger effect; GST-tagged Rac1 F28L mutant substrate; one-dose inhibition, % at 30 µM; IC50 in µM for titrated hits; 340,000 compounds, 0.6% hits;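 active means first-screen hits whose inhibition reached a set limit at any dose in the follow-up dose series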;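 further: fluorescence reports GDP produced by GAP-driven GTP hydrolysis; strong numbers were not always called active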
GPR55 beta-arrestin – GPR55 agonists via beta-arrestin recruitment, primary screen, imaging, U2OS cells, beta-arrestin-GFP redistribution (AID 1961). U2OS GPR55 beta-arrestin-GFP redistribution imaging; higher % means a stronger effect. activation, % at 10 µM; hits with a dose series show EC50 in µM. 290,000 compounds, 0.048% hits;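 active means activation above 40% with more than 50 cells counted in the well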;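 further: U2OS osteosarcoma cells stably expressing GPR55 and beta-arrestin-GFP; plate controls were DMSO negative control for no effect and LPI positive control for full effect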
GPR35 antagonists – inhibition of zaprinast-stimulated GPR35 beta-arrestin translocation – imaging, U2OS, beta-arrestin-GFP, zaprinast agonist, primary screen (AID 2058) | U2OS GPR35 beta-arrestin-GFP translocation imaging, zaprinast antagonism; higher % means a stronger effect | one-dose inhibition, % at 10 µM; IC50 in µM for titrated hits | 290,000 compounds, 0.052% hits;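 active means inhibition of at least 50% with at least 30 cells and total cytoplasm GFP at most 10,000,000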
KOR beta-arrestin-2 – kappa opioid receptor activators – cell-based, luminescence, uHTS, primary screen (AID 1777). activation, % at 10 µM; hits with a dose series show EC50 in µM. KOR beta-arrestin recruitment, luminescence; higher % means a stronger effect. 280,000 compounds, 0.02% hits; in the data active means activation above about 50%, passing the limit was not always enough; further: a part of the inactive calls stands beside numbers as strong as those of hits
NTR1 ag – agonists of NTR1, primary screen, imaging, U2OS cells, beta-arrestin-GFP, high content (AID 493036); P30989; NTR1-U2OS beta-arrestin-GFP spot imaging, agonist mode; activation, % at 20 µM; 330,000 compounds, 0.17% hits;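 active means activation at or above 40% of the spot to cytoplasm intensity ratio, with at least 20 cells analyzed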;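 further: 0% = DMSO without peptide and 100% = 100 nM NTR1 peptide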
Target sequence (P30989 whole entry, looked up): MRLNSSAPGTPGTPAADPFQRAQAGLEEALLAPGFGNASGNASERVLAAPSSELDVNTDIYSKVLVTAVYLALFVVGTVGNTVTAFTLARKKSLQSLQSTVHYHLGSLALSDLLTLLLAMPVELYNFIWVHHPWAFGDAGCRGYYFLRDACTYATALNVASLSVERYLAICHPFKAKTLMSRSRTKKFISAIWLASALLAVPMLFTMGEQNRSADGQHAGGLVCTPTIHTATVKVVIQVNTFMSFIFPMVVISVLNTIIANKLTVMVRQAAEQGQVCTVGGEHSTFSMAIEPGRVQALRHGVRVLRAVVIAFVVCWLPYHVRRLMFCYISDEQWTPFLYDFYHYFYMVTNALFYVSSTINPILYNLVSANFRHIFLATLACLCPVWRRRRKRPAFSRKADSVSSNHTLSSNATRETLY
NTR1 ag cell count 20 µM – further read-out of NTR1 ag, marked with its call; cell count; measured here: cell count, cytotoxicity flag
Active calls of the source: *; . = no result given; [ ] = remark or other dose.

structure	NTR1 ag cell count 20 µM	Rac1 GTP hydrolysis	NOD1 inhibition	KOR beta-arrestin-1	GPR35 antagonists	KOR beta-arrestin-2	GPR55 antagonists	NTR1 ag	K1F lysis inhibition	GPR55 beta-arrestin
CCn1cc(C(=O)NCC(=O)OC)c2cc(OC)c(OC)cc2c1=O	57	4.3%	-5.1%	-19.3%	1.2%	4.0%	-4.6%	-2.7	0.6%	-0.1%
Cc1nn(C)cc1CNC(=O)C1C2CCC(C2)C1C(=O)O (stereo not given)	77	.	-32.9%	-46.1%	-0.2%	5.3%	-4.9%	3.1	.	0.1%
CC(CC(=O)Nc1ccccc1)n1ccnc1 (stereo not given)	50	1.1%	-14.1%	-8.7%	13.4%	-4.5%	5.1%	0.6	0.5%	-0.2%
CC(C)CN1C(=O)CC(Sc2ccccc2C(=O)O)C1=O (stereo not given)	70	3.7%	-30.8%	-1.3%	16.4%	3.3%	8.1%	0.3	-0.2%	1.6%
O=C(NCCc1csc(-c2cccnc2)n1)c1ccc(Br)o1	60	6.4%	-19.0%	-8.9%	6.6%	-0.5%	2.6%	-1.6	5.8%	0.3%
CC1CCN(CCCCOc2ccc([N+](=O)[O-])cc2)CC1	46	29.0%	2.0%	-2.3%	13.2%	2.5%	34.0%	0.6	3.5%[50 µM]	-0.3%
CCN(C(=O)c1ccccc1F)c1nc(-c2ccc(OC)cc2)cs1	64	9.9%	-41.5%	-25.1%[20 µM]	16.3%	1.6%	2.5%	5.0	0.1%	1.0%
CCCC(=O)O[C@@H]1C[C@@H](C)N(C(=O)c2ccccc2)c2ccc(C)cc21	40	3.8%	-11.6%	6.9%	18.7%	-2.2%	39.1%	-1.3	-0.1%	-0.1%
Cc1oc2ccc(OCC(N)=O)cc2c1C(=O)OC(C)C	80	-0.9%	-3.7%	8.9%	-0.4%	-2.2%	6.3%	0.7	-7.2%	0.3%
CC1(C)NC(=O)N(CC(=O)Nc2cc(S(=O)(=O)N3CCOCC3)ccc2N2CCOCC2)C1=O	44	.	-5.3%	-25.5%	-4.2%	2.5%	2.8%	-0.6	.	-0.5%
CCc1ccc(NC(=O)N[C@H](C(=O)O)C(C)CC)cc1 (stereo not given in full)	56	9.2%	-5.6%	25.7%	9.5%	-0.7%	-2.0%	-0.2	0.2%	-0.1%
CCOc1ccc(Br)cc1-c1noc(-c2cccs2)n1	51	-5.9%	-6.5%	37.3%	-1.2%	-1.0%	-0.2%	2.1	0.4%	-0.1%
CSc1sc(C(=O)NNC(C)=O)c2c1C1(CCC2)SCCS1	48	-7.4%	-5.8%	26.0%	-3.3%	-1.1%	9.1%	-0.3	-0.1%	-0.1%
CC(=O)NC(Cc1ccc(C)cc1)C(=O)NC1CCN(S(=O)(=O)c2ccccc2)CC1 (stereo not given)	52	2.9%	2.7%	1.0%	-0.4%	-1.4%	0.0%	-0.9	0.2%	-0.2%
NC(=O)Cc1ccc(C(=O)c2ccc(F)cc2)s1	51	3.6%	-36.7%	-11.2%	3.5%	2.2%	5.8%	2.1	0.9%	-0.1%
O=C(NCC1CCCO1)c1ccccc1-c1nc(-c2ccccc2Cl)no1 (stereo not given)	53	1.9%	-10.0%	24.5%	-0.4%	-2.5%	-2.6%	1.8	-0.4%	0.3%
CC(=O)c1cccc(OCC(O)CNCC2COc3ccccc3O2)c1 (stereo not given)	78	22.3%	37.9%*	26.6%	-23.9%	8.1%	1.9%	1.1	0.2%	0.4%
COc1ccccc1NC(=O)CN1CCN(CC(=O)Nc2ccccc2Cl)CC1	80	10.1%	-18.4%	-17.0%	-6.6%	-1.1%	-5.5%	1.4	0.2%	-0.3%
COc1ccc(CNC(C)(C)C)cc1Cl	63	7.3%	-7.8%	9.5%	3.1%	-2.5%	3.3%	1.7	5.2%	0.2%
Oc1[nH]c2ccc(Br)cc2c1N=Nc1nn[nH]n1	62	-3.5%	0.7%	18.6%	-11.2%	3.0%	-14.0%	-0.5	0.0%	-0.1%
O=C(Nc1ccccc1Cl)c1cccs1	48	11.0%	-47.9%	9.2%	8.8%	.	0.7%	-0.6	0.7%	-0.3%
O=C(NCc1ccco1)c1c(F)c(F)c(F)c(C(=O)NCc2ccco2)c1F	34	9.6%	-34.0%	-20.4%[20 µM]	15.3%	.	23.1%	4.2	-0.5%	-0.1%
O=C(COC(=O)COc1cccc2ccccc12)NCC(F)(F)F	63	-11.6%	-24.1%	-0.9%	-12.4%	-4.6%	4.9%	-1.8	-0.3%	-0.3%
C=CCNC(=S)NNC(=O)COc1ccc(Cl)cc1Cl	44	11.1%	0.6%	-23.7%	-11.9%	28.5%	-1.1%	0.9	0.3%	0.2%
CN(CCC#N)S(=O)(=O)c1cc2c3c(c1)CCN3C(=O)CC2	66	6.8%	-7.1%	-34.9%	-3.8%	0.8%	15.0%	-0.4	0.8%	-0.3%
COCCCN1CN=C(Nc2nc3ccccc3o2)NC1	45	0.8%	-27.5%	-11.9%	-13.4%	3.2%	-7.8%	0.7	0.1%	0.7%
CN(C)c1ccc(Sc2nnc(NC(=O)Nc3ccc(Cl)cc3Cl)s2)cc1	54	2.5%	-15.2%	0.4%	9.0%	8.1%	-3.3%	3.0	2.6%[50 µM]	-0.3%
Cc1csc2cc(-c3cccc([N+](=O)[O-])c3)c(-c3cccc([N+](=O)[O-])c3)c[n+]12	51	0.3%	-42.6%	-4.5%	14.0%	3.4%	1.4%	0.8	4.5%	-0.3%
CN(C)C(=O)/C(=C\c1ccc(-c2cccc([N+](=O)[O-])c2)o1)NC(=O)c1ccccc1	56	-1.7%	-18.0%	5.3%	-7.7%	-8.2%	11.8%	3.1	0.1%	-0.5%
C/C(Cl)=C\Cn1c(Nc2ccc(C)cc2)nc2c1c(=O)n(C)c(=O)n2C	41	6.9%	24.3%	-7.6%	14.5%	-3.1%	10.5%	6.4	0.9%	-0.3%
O=C(NCCN1CCOCC1)c1ccc(=O)n(Cc2ccc(Cl)cc2)c1	46	2.5%	-13.9%	-7.7%	-1.2%	-5.1%	-2.3%	0.4	1.0%	1.0%
CCOC(=O)c1cccc(NC(=O)CCc2nnc3ccc(N4CCOCC4)nn23)c1	50	14.5%	-18.6%	32.0%	0.3%	1.1%	9.4%	0.0	-0.1%	-0.2%
CC(=O)c1ccc(N2CCN(S(=O)(=O)c3ccc4c5c3CC(=O)N5CC(C)S4)CC2)cc1 (stereo not given)	45	-30.0%	-20.1%	-36.3%	3.2%	2.8%	5.5%	6.4	-0.1%	-0.1%
CCc1c(O)cc2n(c1=O)-c1ccccc1C2(C)C	56	-1.9%	-26.5%	-2.8%	0.8%	9.3%	0.2%	-2.4	0.7%	0.0%
CCCn1nc(NC(=O)c2ccccn2)c2cc3cc(C)ccc3nc21	79	6.1%	-18.7%	-17.6%	-6.1%	3.4%	-13.5%	4.9	0.5%	0.2%
O=C(CNS(=O)(=O)c1ccc(F)cc1)Nc1ccc(C(F)(F)F)cc1	63	4.8%	9.6%	3.7%	1.0%	-9.6%	0.4%	0.7	6.2%	-0.2%
C=CCN(c1ccccc1)S(=O)(=O)c1cccc(C(=O)N2CC(C)CC(C)C2)c1 (stereo not given)	62	1.5%	5.3%	5.9%	-11.2%	11.1%	10.8%	2.9	-1.2%[50 µM]	-0.2%
CCc1ccc(NC(=O)COC(=O)c2cccs2)cc1	40	7.4%	-5.1%	25.8%	-10.9%	-2.4%	-9.7%	0.0	0.5%	1.0%
COC(=O)c1sccc1NC(=O)Nc1cc(C)ccc1OC	48	8.1%	-14.1%	8.8%	-14.4%	-2.3%	7.4%	2.7	0.4%	0.3%
CCC(C)c1ccccc1OCCOCCN1CCCC1 (stereo not given)	68	16.5%	-9.5%	-52.8%	-5.3%	2.1%	17.8%	0.7	0.3%	0.2%
O=C(O)c1ccc(S(=O)(=O)NC2CC2)cc1	62	11.6%	-8.9%	7.7%	-3.9%	1.1%	1.7%	1.5	0.0%	-0.1%
O=C(/C=C/c1ccc([N+](=O)[O-])cc1)c1ccco1	43	5.9%	-27.9%	-43.4%[20 µM]	-4.9%	-3.6%	10.4%	7.3	0.2%	-0.2%
Nc1ccccc1SCc1cn2ccccc2n1	47	9.1%	-38.9%	-12.9%	-3.4%	0.1%	3.9%	2.1	2.9%[50 µM]	0.4%
N#CC(C#N)=C/C=C(\Nc1ccc(Cl)cc1)c1ccc(Cl)cc1	50	6.0%	-6.9%	24.8%	-11.5%	2.0%	11.3%	2.4	0.7%	0.3%
O=C(c1cc2cc(F)ccc2[nH]1)N1CCC(Cc2ccccc2)CC1	74	7.7%	-10.6%	2.5%	-2.2%	-4.1%	4.6%	6.9	0.2%	-0.1%
CC(=O)Nc1cccc(NC(=O)CSc2nnnn2-c2ccc3c(c2)OCO3)c1	.	.	-4.2%	28.2%	-6.8%	-0.6%	0.2%	.	.	-1.5%
COc1ccc(C(C(=O)NC(C)(C)C)N(C(=O)CCC(=O)Nc2cc(C)on2)c2c(C)cccc2C)cc1 (stereo not given)	65	5.5%	-0.7%	-72.9%	6.6%	5.5%	7.7%	2.0	-1.0%	-0.1%

No new results follow: two of the compounds above.
structure	NTR1 ag cell count 20 µM	Rac1 GTP hydrolysis	NOD1 inhibition	KOR beta-arrestin-1	GPR35 antagonists	KOR beta-arrestin-2	GPR55 antagonists	NTR1 ag	K1F lysis inhibition	GPR55 beta-arrestin
CC(=O)c1ccc(N2CCN(S(=O)(=O)c3ccc4c5c3CC(=O)N5CC(C)S4)CC2)cc1 (stereo not given)	45	-30.0%	-20.1%	-36.3%	3.2%	2.8%	5.5%	6.4	-0.1%	-0.1%
CCc1c(O)cc2n(c1=O)-c1ccccc1C2(C)C	56	-1.9%	-26.5%	-2.8%	0.8%	9.3%	0.2%	-2.4	0.7%	0.0%

Screens (PubChem BioAssay)

Only part of the results is shown; count on the stated rates, not on these rows.
